# TcdB GH inh – blocks C. difficile toxin B glycohydrolase activity; P18177; TcdB glycohydrolase enzymatic assay, plate reader; inhibition, % at 9.99 µM; actives 0.24% (n = 350,000); AID 652162; in the data active = inhibition above about 10%
# PrPC surface inh – reduces human prion protein on the cell surface. P04156. cell surface PrPC, TR-FRET read-out. inhibition, % at 13.8 µM. actives 0.43% (n = 370,000). AID 720596; in the data active = inhibition above about 24%; also: 0% = median of the test wells and 100% = reference compound wells
# BoNT-A LC inh2 – inhibitors of Botulinum neurotoxin A light chain protease | multiplex microsphere protease substrate cleavage, flow cytometry | inhibition, % at 10 µM | actives 0.17% (n = 360,000) | AID 588499; also: plate controls were buffer without enzyme for full effect and enzyme alone for no effect
# CCHF vOTU inh – blocks the CCHF virus ovarian tumor domain protease. CCHFV vOTU protease, Pep-AMC fluorescence. inhibition, % at 11.5 µM. actives 0.55% (n = 370,000). AID 651958; in the data active = inhibition above about 30%; also: 0% = vehicle wells with enzyme and 100% = no enzyme wells
# BoNT F protease – blocks Botulinum neurotoxin F light chain protease | actives 0.22% (n = 360,000) | AID 588497 | Multiplex microsphere protease cleavage assay, flow cytometry | inhibition, % at 10 µM; in the data active = inhibition above about 35%, passing the limit was not always enough; inconclusive = no clear call, values can overlap the other calls; also: plate controls were buffer without enzyme for full effect and enzyme alone for no effect
# PfHsp40 yeast – rescue of PfHsp40-mediated yeast toxicity. growth rescue, % at 12.5 µM. S. cerevisiae expressing PfHsp40, growth rescue, ATP luminescence. actives 0.68% (n = 340,000). AID 504582; in the data active = growth rescue above about 28%, passing the limit was not always enough; inconclusive = no clear call, values can overlap the other calls;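 also: yeast W303a lacking pdr1 and pdr3 grown in galactose medium; growth measured after three days at 30 °C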
# Y pestis TopoI – Y. pestis Topo-I inhibition via cleavage products. activity, % at 10 µM. Y. pestis Topo-I cleavage product accumulation, plate reader. actives 0.064% (n = 360,000); in the data active = activity above about 50%, passing the limit was not always enough; inconclusive = no clear call, values can overlap the other calls; also: inactives centre near 2
# FadD28 FP inh – inhibitors of Mycobacterium tuberculosis FadD28 bisubstrate binding; inhibition, % at 12.5 µM; actives 0.22% (n = 360,000); AID 588549; FadD28 bisubstrate probe binding, fluorescence polarization; in the data active = inhibition above about 8.5%, passing the limit was not always enough; inconclusive = no clear call, values can overlap the other calls
# Anthrax LF prot – anthrax lethal factor protease inhibition; P15917; multiplex microsphere protease cleavage assay, LF; inhibition, % at 10 µM; actives 0.12% (n = 360,000); AID 588501; also: plate controls were buffer without enzyme for full effect and enzyme alone for no effect
# Target sequence (P15917 whole entry, looked up): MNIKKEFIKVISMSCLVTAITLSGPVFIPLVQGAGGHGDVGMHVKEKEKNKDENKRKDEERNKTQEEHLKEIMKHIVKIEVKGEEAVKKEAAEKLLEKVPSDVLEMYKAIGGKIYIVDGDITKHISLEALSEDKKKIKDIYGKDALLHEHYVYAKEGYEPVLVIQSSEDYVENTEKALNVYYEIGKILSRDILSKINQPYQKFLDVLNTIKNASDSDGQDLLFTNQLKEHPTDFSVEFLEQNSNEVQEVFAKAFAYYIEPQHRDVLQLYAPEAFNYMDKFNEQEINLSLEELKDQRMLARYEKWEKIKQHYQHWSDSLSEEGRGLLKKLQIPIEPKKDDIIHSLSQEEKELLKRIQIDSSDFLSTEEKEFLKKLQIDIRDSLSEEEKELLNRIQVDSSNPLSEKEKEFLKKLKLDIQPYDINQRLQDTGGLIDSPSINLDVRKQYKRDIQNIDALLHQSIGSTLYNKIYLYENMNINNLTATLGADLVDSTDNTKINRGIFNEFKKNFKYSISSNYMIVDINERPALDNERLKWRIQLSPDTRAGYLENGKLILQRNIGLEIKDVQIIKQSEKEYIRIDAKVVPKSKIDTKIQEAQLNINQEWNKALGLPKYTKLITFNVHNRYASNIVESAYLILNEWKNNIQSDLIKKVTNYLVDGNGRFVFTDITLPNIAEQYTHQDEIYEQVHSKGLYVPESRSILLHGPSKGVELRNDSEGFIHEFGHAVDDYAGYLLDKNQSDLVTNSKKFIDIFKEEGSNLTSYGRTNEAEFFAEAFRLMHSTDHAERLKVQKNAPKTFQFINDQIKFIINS
# * marks the source's active call; other numbers are inactive results; u = inconclusive; x = no result given. Rule as the data show it, unless noted: active = inhibition above about 30%; inconclusive = no clear call, values can overlap the other calls; inactive = below that.
SMILES,TcdB GH inh,PrPC surface inh,BoNT-A LC inh2,CCHF vOTU inh,BoNT F protease,PfHsp40 yeast,Y pestis TopoI,FadD28 FP inh,Anthrax LF prot
Cc1cccc(C(=O)OCC(=O)Nc2ccc3c(c2)OCCO3)c1O,0.0,8,-0.6,5,-4,1.0,9,0.0,-3
O=C(CSc1ccc(F)cc1)N1CCOCC1,-0.8,2,-1.4,-7,-17,-2.0,1,-0.9,-14
CCOC(=O)c1[nH]c2ccccc2c1NC(=S)Nc1cccc(C)c1C,0.8,-5,-0.5,3,0,-1.2,1,0.1,-8
CCCCN(C)CCNC(=O)CN1C(=O)CSc2ccc(S(=O)(=O)N3CCCC3)cc21,1.1,1,1.1,-12,-4,1.0,8,-1.2,-4
N/C(=N/O)c1nc(N2CCCC2)nc(N(c2ccccc2)c2ccccc2)n1,x,1,-0.5,5,11,-0.8,5,0.3,-2
Cc1ccc(C(O)CCc2ccc(N)cc2)cc1 (stereo not given),1.9,11,-3.0,-4,-8,-1.7,3,-1.3,-2
CCC1CCCCN1C(=O)c1ccc(OC2CCN(Cc3ccccn3)CC2)cc1 (stereo not given),0.9,4,-1.9,-7,6,-1.0,9,-3.1,-2
COc1ccc(NC(=S)Nc2cccnc2)c(OC)c1,-0.3,3,-0.6,-8,-9,-0.1,1,-3.7,-6
COc1ccc(CNC(=O)C2CCN(c3nn4c(=O)cc(C)nc4s3)CC2)cc1,0.0,-6,0.3,-9,-2,4.0,3,-4.6,-4
CCOc1ccc(-n2c([S-])c(C(=O)Nc3ccc(S(=O)(=O)N4CCOCC4)cc3)[n+]3cc(C(N)=O)ccc23)cc1,0.8,8,1.1,-3,-3,-1.3,6,-3.1,-9
Cc1ccc(-c2noc(CSc3nnc(-c4ccccc4)n3C)n2)cc1,x,9,-0.8,19,-9,0.1,35,-4.2,-3
COC(=O)c1sc(NC(=O)COc2ccccc2OC)nc1C,x,-1,0.3,-10,3,2.4,2,-1.3,-1
CC(=O)c1ccc(NC2CC(O)C(O)CO2)cc1 (stereo not given),x,7,0.8,15,10,-0.1,0,-0.2,7
O=C(Cn1ncn2c(cc3sccc32)c1=O)NC1CCCC1,-0.1,0,-0.5,3,4,-0.1,10,-0.9,0
O=C(COC(=O)Cc1c[nH]c2ccccc12)Nc1cc(S(=O)(=O)N2CCOCC2)ccc1Cl,-0.6,5,0.1,14,1,2.2,21,-0.7,6
CC(C)(C)OC(=O)N1CCN(C(=O)c2[nH]cnc2C(=O)Nc2cccc(Cl)c2)CC1,0.9,5,0.1,8,2,-0.9,1,-0.4,-6
COc1ccc(N(C(C)C(=O)Nc2ccc(S(=O)(=O)N3CCCCC3)cc2)S(C)(=O)=O)cc1 (stereo not given),0.4,5,1.4,-2,5,-0.3,-16,0.2,2
O=C(O)/C=C/c1ccc(S(=O)(=O)N(CCO)CCO)cc1,0.4,-2,-1.4,7,-5,-0.4,-10,-3.0,-12
CSc1ccccc1NC(=O)COC(=O)CCC(=O)c1ccc(F)cc1,1.2,-2,-0.1,7,-3,-1.7,29,-0.9,9
O=C(c1ccc(Br)cc1)c1cn[nH]c1-c1ccccc1O,0.1,-2,-7.9,-9,-28,1.0,-2,-1.6,-10
CCCC(=O)Nc1ccc(NC(=O)c2ccco2)cn1,x,2,0.5,7,1,-0.5,1,-2.1,3
Cc1cccc2[nH]c3c(N4CC=C(c5ccc(F)cc5)CC4)ncnc3c12,1.1,-9,-6.4,9,u,x,11,0.9,-9
CCOC(=O)C1=C(C)N=C2SC(C(=O)OC)=CC(=O)N2C1c1ccc(F)cc1 (stereo not given),x,5,-0.2,2,-16,2.6,-3,-2.8,-1
CC(C)(/C=N/O)/[N+]([O-])=C/c1ccco1,x,4,0.1,7,4,-0.4,-5,-2.0,0
COc1ccccc1CNS(=O)(=O)c1ccc(Br)s1,x,-7,-3.1,-2,6,2.1,13,-2.8,1
COc1cc(C(=O)NCC2CCCO2)ccc1OCc1ccc(Cl)cc1Cl (stereo not given),2.1,3,0.0,11,-10,5.2,28,-6.5,1
Cc1ccc(Cn2ccc(NC(=O)c3cc(-c4cccs4)on3)n2)cc1,x,-2,-3.2,1,-6,-0.2,87*,0.2,0
O=C(N/N=C/c1ccc(Br)s1)c1ccncc1,5.1,-11,-0.4,3,-4,-0.3,8,-0.1,-3
CC(=O)N1C(=O)C(=C2C=C(C)OC(C)=C2)c2ccccc21,x,-3,0.2,-13,4,-1.4,3,-1.1,-1
CC1(C)Cc2c(c(N3CCOCC3)nc3sc(C(=O)N4CCCCC4)c(N)c23)CO1,1.3,-1,0.1,-2,3,1.5,-9,-0.8,-6
CCN1CN(Cc2ccccc2)CNC1=S,x,-1,-0.3,3,-2,0.8,1,-3.4,0
CC(=O)N1CCc2cc(S(=O)(=O)CCC(=O)N3CCN(c4cc(C)ccc4C)CC3)ccc21,-2.1,1,1.1,4,2,0.4,41,0.8,0
CCOC(=O)Cn1c(=NC(=O)C(C)(C)C)sc2cc([N+](=O)[O-])ccc21,0.3,-4,0.0,-12,0,-0.5,-5,-1.8,-1
CCN(CC)C(=O)Cn1cc(C(=O)C(=O)NCCCN2CCCCC2)c2ccccc21,0.4,-6,-0.5,-9,-2,-0.6,-4,-3.2,-4
COc1ccccc1CC(=O)NC1CCC(C)CC1 (stereo not given),0.8,-2,-0.3,-4,-2,-0.9,3,1.5,0
COC(=O)c1ccccc1NC(=O)c1cc2n(n1)C(C(F)F)CC(C(F)F)N2 (stereo not given),x,-3,0.1,7,-4,-0.4,9,0.3,-3
CN(Cc1cnccn1)C(=O)C1CCC(=O)N(CCc2ccccc2)C1 (stereo not given),0.8,4,-3.3,16,-6,0.4,2,-1.6,0
N#C/C(=C\c1ccc(Br)s1)C(=O)N1CCN(c2ccccc2)CC1,0.8,-5,-2.3,-10,-15,-1.2,8,-2.9,-3
Cc1ccc(C)c(-n2c(SCC(=O)Nc3nonc3C)nnc2-c2ccoc2C)c1,-0.3,-10,0.1,10,8,0.9,26,-2.5,2
CC(C)n1c(O)c(/C=C2\C=Nc3ccccc32)sc1=Nc1ccccc1,x,4,-0.1,6,-2,0.7,4,1.7,-6

# Given with values under each structure: 13 of the compounds above
# The line under a structure holds: TcdB GH inh	PrPC surface inh	BoNT-A LC inh2	CCHF vOTU inh	BoNT F protease	PfHsp40 yeast	Y pestis TopoI	FadD28 FP inh	Anthrax LF prot
- CCCC(=O)Nc1ccc(NC(=O)c2ccco2)cn1
    x	2	0.5	7	1	-0.5	1	-2.1	3
- Cc1cccc2[nH]c3c(N4CC=C(c5ccc(F)cc5)CC4)ncnc3c12
    1.1	-9	-6.4	9	u	x	11	0.9	-9
- CCOC(=O)C1=C(C)N=C2SC(C(=O)OC)=CC(=O)N2C1c1ccc(F)cc1 (stereo not given)
    x	5	-0.2	2	-16	2.6	-3	-2.8	-1
- CC(C)(/C=N/O)/[N+]([O-])=C/c1ccco1
    x	4	0.1	7	4	-0.4	-5	-2.0	0
- COc1ccccc1CNS(=O)(=O)c1ccc(Br)s1
    x	-7	-3.1	-2	6	2.1	13	-2.8	1
- COc1cc(C(=O)NCC2CCCO2)ccc1OCc1ccc(Cl)cc1Cl (stereo not given)
    2.1	3	0.0	11	-10	5.2	28	-6.5	1
- Cc1ccc(Cn2ccc(NC(=O)c3cc(-c4cccs4)on3)n2)cc1
    x	-2	-3.2	1	-6	-0.2	87*	0.2	0
- O=C(N/N=C/c1ccc(Br)s1)c1ccncc1
    5.1	-11	-0.4	3	-4	-0.3	8	-0.1	-3
- CC(=O)N1C(=O)C(=C2C=C(C)OC(C)=C2)c2ccccc21
    x	-3	0.2	-13	4	-1.4	3	-1.1	-1
- CC1(C)Cc2c(c(N3CCOCC3)nc3sc(C(=O)N4CCCCC4)c(N)c23)CO1
    1.3	-1	0.1	-2	3	1.5	-9	-0.8	-6
- CCN1CN(Cc2ccccc2)CNC1=S
    x	-1	-0.3	3	-2	0.8	1	-3.4	0
- CC(=O)N1CCc2cc(S(=O)(=O)CCC(=O)N3CCN(c4cc(C)ccc4C)CC3)ccc21
    -2.1	1	1.1	4	2	0.4	41	0.8	0
- CCOC(=O)Cn1c(=NC(=O)C(C)(C)C)sc2cc([N+](=O)[O-])ccc21
    0.3	-4	0.0	-12	0	-0.5	-5	-1.8	-1

# The results go on:
SMILES,TcdB GH inh,PrPC surface inh,BoNT-A LC inh2,CCHF vOTU inh,BoNT F protease,PfHsp40 yeast,Y pestis TopoI,FadD28 FP inh,Anthrax LF prot
CN(C)c1ccc(NC(=O)CSc2nc(N)c(C(=O)Nc3ccc(N(C)C)cc3)s2)cc1,1.9,-5,0.3,21,-20,0.4,3,-2.0,-6
Cc1ccc2nc(SCc3nc4ccccc4c(=O)[nH]3)[nH]c2c1,-1.4,11,-0.4,7,-5,-0.5,16,-1.7,-1
COCCCNC(=O)c1ccccc1N(Cc1ccccc1)S(=O)(=O)c1ccccc1,-0.4,-1,-0.7,10,-29,0.8,15,-2.3,10
C=CCn1c(SC(C)C(=O)NC2(C#N)CCCCC2)nnc1-c1ccc(OC)cc1 (stereo not given),x,-10,0.1,10,1,0.1,3,-3.3,-7
COC(=O)C1=C(C)C(c2ccc(OC)cc2)NC(=S)N1 (stereo not given),x,6,0.1,0,2,0.2,8,-1.4,3
COc1ccc(C(=O)NNC(=O)C2=NN(c3ccccc3)C(=O)CC2)cc1,0.9,-4,-3.5,8,-3,0.1,-2,-3.1,0
CN(C)c1cc(C(=O)N(C)c2ccccc2)ncn1,-4.1,8,0.1,24,6,x,9,1.1,2
CCN(CC)c1ccc2cc(C(N)=O)c(=O)oc2c1,1.6,-17,0.4,-21,-2,-0.1,7,-1.3,2
COc1ccc(C(=O)NCc2ccccc2OC)cc1,0.5,2,5.8,8,2,-0.6,2,-0.9,-4
CC1CC(=O)N(CC(=O)NC2CCCCC2)c2ccccc2S1 (stereo not given),0.1,-1,0.0,6,-3,-0.1,2,-4.3,0
COC1OC2COC(c3ccccc3)OC2C2OC12 (stereo not given),0.3,-6,-0.5,4,-5,-1.6,3,-0.5,-2
O=C1CCC([N+](=O)[O-])C(c2ccccc2F)N1 (stereo not given),1.9,11,-2.9,2,-11,-0.2,-3,0.4,-6
Cc1nn(-c2ccc(F)cc2)c(C)c1NS(=O)(=O)c1ccc(Cl)cc1,1.3,18,1.3,30*,10,1.3,5,-2.0,-1
OC(COc1ccc(Br)cc1)CN1CCC(Cc2ccccc2)CC1 (stereo not given),0.8,3,0.1,2,1,0.5,17,-3.7,0
O=C(Cc1ccccc1)NCC(=O)OCC(=O)c1ccccc1Cl,x,0,-2.2,24,-6,-0.1,0,-1.1,-3
CCOc1ccc(/C=N/n2c(SC)nnc2-c2ccccc2)cc1OCC,x,3,-0.2,-8,-12,-1.2,27,-0.7,-4
COCCCN(C(=O)CC1OC(=O)c2ccccc21)c1c(N)n(Cc2ccccc2)c(=O)[nH]c1=O (stereo not given),1.3,0,-2.3,-4,-7,-0.7,-5,0.8,-2
O=C1C=C(c2ccc(Oc3ccccc3)cc2)C[C@@H](c2ccc(F)cc2)C1,0.1,-6,0.1,5,2,-0.4,35,-1.4,0
COc1ccc(/C=C(/NC(=O)c2ccccc2)C(=O)NCC2CCCO2)cc1 (stereo not given),0.7,-14,0.0,11,-3,-1.5,2,-1.8,-1
O=C(NCCCN1CCCCC1)c1ccc2c(c1)NC(=O)c1ccccc1S2,1.2,-6,0.3,9,-4,-0.9,-10,-4.6,2
COc1ccc2c(CCN)c[nH]c2c1,x,3,0.2,5,-2,-1.2,-5,-1.7,0
COC(=O)Cn1c(=NC(=O)CSCC(=O)NC2CCCCC2)sc2cc(OC)ccc21,x,x,0.3,x,14,-2.0,-3,-1.2,2
COc1cccc(C(O)c2nc(-c3cc4ccccc4o3)cs2)c1 (stereo not given),-0.6,-3,-0.2,0,2,x,8,-1.5,-2

# Compound activity as filed in PubChem.

# Not a hit list, and some 2.3% of all compounds hit somewhere here.
